PAFAH1B2 FP inh – PAFAH1B2 (human) inhibition | recombinant PAFAH1B2, FP-rhodamine activity probe, fluorescence polarization | inhibition, % at 3.39 µM | actives 1.2% (n = 340,000) | AID 492953;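 active = inhibition above the mean of all tested compounds plus 3 SD, cut at about 24% in these data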;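 note: 0% = enzyme with DMSO and 100% = wells lacking PAFAH1B2; many of its hits are not listed in these tables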
Target sequence (P68402 whole entry, looked up): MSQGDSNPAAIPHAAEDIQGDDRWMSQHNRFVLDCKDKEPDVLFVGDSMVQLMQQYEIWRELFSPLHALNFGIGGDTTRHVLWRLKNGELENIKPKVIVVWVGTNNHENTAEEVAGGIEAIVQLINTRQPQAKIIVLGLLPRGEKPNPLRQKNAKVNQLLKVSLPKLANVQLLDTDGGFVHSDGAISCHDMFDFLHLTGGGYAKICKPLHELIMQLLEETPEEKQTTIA
Active calls of the source: *. The list is partial; rates above refer to the full screens.

PAFAH1B2 FP inh | structure
3 | O=C(Nc1ccccn1)c1ccccc1
8 | O=C(CCC(=O)Nc1ccccc1Cl)NNS(=O)(=O)c1ccc(Cl)cc1
3 | O=C(O)c1cc(-c2cc(C(=O)O)c3ccccc3n2)ccc1O
-1 | COc1ccc(CCN2CC(C(=O)OCc3ccccc3Cl)CC2=O)cc1OC (centres undefined)
-1 | CCCCN1CC(COCc2ccccc2)Oc2cccc(OCCN3C(=O)[C@@H]4[C@H](C3=O)C3C=C[C@H]4C3)c2S1(=O)=O (some centres undefined)
6 | CCC(=O)Nc1cc2c(cc1Cl)-c1ccccc1C2
5 | Cn1cnc([N+](=O)[O-])c1S(=O)(=O)Nc1ccccc1
32* | COc1oc(C(=O)NC2CCCCC2)c(-c2ccc(Cl)cc2)c1S(=O)(=O)c1ccccc1

Some of the entries so far, with tabs.
mol	PAFAH1B2 FP inh
COc1ccc(CCN2CC(C(=O)OCc3ccccc3Cl)CC2=O)cc1OC (centres undefined)	-1
CCCCN1CC(COCc2ccccc2)Oc2cccc(OCCN3C(=O)[C@@H]4[C@H](C3=O)C3C=C[C@H]4C3)c2S1(=O)=O (some centres undefined)	-1

Some of these compounds in order of their number in PAFAH1B2 FP inh, smallest number first:
smiles | PAFAH1B2 FP inh
CCCCN1CC(COCc2ccccc2)Oc2cccc(OCCN3C(=O)[C@@H]4[C@H](C3=O)C3C=C[C@H]4C3)c2S1(=O)=O (some centres undefined) | -1
Cn1cnc([N+](=O)[O-])c1S(=O)(=O)Nc1ccccc1 | 5
CCC(=O)Nc1cc2c(cc1Cl)-c1ccccc1C2 | 6

The list continues.
PAFAH1B2 FP inh | structure
0 | CC(C)C[C@@H](CN)NC(=O)c1nc[nH]c1C(=O)N[C@@H](Cc1ccccc1)C(=O)CNC[C@H](C)NC(=O)c1nc[nH]c1C(=O)N[C@@H](C)C(=O)O
5 | CC(C)NCc1c(O)c(Br)cc2oc3c(c12)CCCC3
-2 | Cc1ccc(C)c(NC(=S)N2CCN(S(C)(=O)=O)CC2)c1
1 | COc1ccccc1CNC(=O)c1cc(S(=O)(=O)N2CCN(c3ccccc3)CC2)ccc1Cl
2 | O=C(CCCC(=O)NN=Cc1cccc(O)c1)NN=Cc1cccc(O)c1
3 | CCOC(=O)[C@H]1[C@H]2COc3ccc(Br)cc3[C@H]2N2C(=O)CN(Cc3ccc(Cl)cc3)C(=O)[C@@]12C
2 | CC12CCC(=O)CC1CCC1C2CCC2(C)C1CCC2(O)C(=O)CO (centres undefined)
2 | COc1ccc(C2CN=NC2C(=O)c2ccccc2)cc1 (centres undefined)

Fetched by compound from the list above, 5 records:
PAFAH1B2 FP inh | structure
3 | CCOC(=O)[C@H]1[C@H]2COc3ccc(Br)cc3[C@H]2N2C(=O)CN(Cc3ccc(Cl)cc3)C(=O)[C@@]12C
2 | CC12CCC(=O)CC1CCC1C2CCC2(C)C1CCC2(O)C(=O)CO (centres undefined)
2 | COc1ccc(C2CN=NC2C(=O)c2ccccc2)cc1 (centres undefined)
1 | COc1ccccc1CNC(=O)c1cc(S(=O)(=O)N2CCN(c3ccccc3)CC2)ccc1Cl
2 | O=C(CCCC(=O)NN=Cc1cccc(O)c1)NN=Cc1cccc(O)c1

Going on with the list:
PAFAH1B2 FP inh | structure
4 | Cc1cccc(-c2nc(CS(=O)CC(=O)NC3CCCC3)c(C)o2)c1 (centres undefined)
0 | O=C(NNCc1ccccc1)c1ccccn1
2 | C=CS(=O)(=O)c1c2cc(OC)ccc2nc2ccc(OC)cc12
5 | CCC1CN2CCc3cc(OC)c(OC)cc3C2CC1CC1c2cc(OC)c(OC)cc2CCN1C(=O)C(Cc1c[nH]c2ccccc12)NC(=O)OC(C)(C)C (centres undefined)
2 | CCc1ccc(NC(=O)CN2CCN(c3ccc(OC)cc3)CC2)cc1
5 | O=C(COC(=O)/C=C/c1c(F)cccc1Cl)NCC1CCCO1 (centres undefined)
7 | CC1CN(C(C)C)C(=S)NC1=O (centres undefined)
2 | OC1COC(c2ccccc2)OC1C(O)C1OC(c2ccccc2)OCC1O (centres undefined)
3 | O=CNc1ccc2c3c(cccc13)-c1ccccc1-2
6 | CCCCc1ccc(/C=C(\C#N)C(N)=S)s1
8 | O=[N+]([O-])c1cc2oc3c(c2c(C=NCc2ccncc2)c1O)CCCC3
4 | COc1ccc(C(=O)N2CCN(S(=O)(=O)c3ccc(C)cc3C)CC2)cc1S(=O)(=O)N1CCOCC1
3 | O=C1CCCCC1CCc1ccncc1 (centres undefined)
4 | COc1cc(Nc2nc3c(N)cc(C(F)(F)F)cc3nc2-c2ccccc2)cc(OC)c1OC
5 | NC(N)=N/N=C(\N=Nc1ccccc1)c1cccc2cccnc12
11 | CC(C)c1nc2sc3c(SCCN(C)C)ncnc3c2c2c1CCC2
8 | O=C1NC(=O)C(=Cc2ccc(Cl)cc2Cl)S1
-2 | O=C(O)C1C2CCC(CC2)C1C(=O)O (centres undefined)
2 | Nc1nc(=O)c2ccccc2s1
5 | COc1ccc(OC)c(Cc2cnc3nc(N)nc(N)c3c2C)c1
4 | CCOc1ccc(NC(=O)CN(C)C(=O)c2cccc(S(=O)(=O)N3CCN(C)CC3)c2)cc1OCC
2 | C=CC1=CCN(S(=O)C(C)(C)C)[C@H]1CCO (some centres undefined)
4 | O=C1NC(=O)C(c2ccccc2)(c2ccccn2)N1 (centres undefined)
4 | CC1CC(=Cc2ccc([N+](=O)[O-])cc2)C(=O)O1 (centres undefined)
1 | CCOC(=O)c1c(C)c(C(=O)NC2CCCCCC2)c(C)n1C
2 | S=c1nc2[nH]c3ccccc3c2n[nH]1
1 | O=C(N/N=C/c1ccc(Br)cc1)c1ccc(NC(=O)c2ccccc2)cc1
2 | O=C1OC(c2ccccc2)(c2cc(Br)ccc2O)c2ccccc21 (centres undefined)
5 | COc1cccc(C2c3cc4c(cc3OC(NNC(N)=O)C2C)OCO4)c1O (centres undefined)
1 | Cc1cccc(COc2ccc(S(=O)(=O)N3CCOCC3)cc2[N+](=O)[O-])c1
8 | CC(NS(=O)(=O)c1ccc(Cl)cc1)C(=O)OCC(=O)Nc1ccc(N(C)C)cc1 (centres undefined)
6 | CC1(c2ccc3ccccc3c2)CCC(=O)O1 (centres undefined)
-1 | COc1cc(OC)c(C(=O)Nc2cc(S(=O)(=O)N3CCOCC3)ccc2N2CCN(C)CC2)cc1OC
-4 | O=S(=O)(CCN1CCCCC1)CCS(=O)(=O)CCN1CCCCC1
-14 | CN(C(=O)c1ccc(NC(=O)Cc2ccc(NC(=O)C3CCN(S(=O)(=O)c4cccc([N+](=O)[O-])c4)CC3)cc2)cc1)C1CCCC1
44* | O=C(O)c1ccccc1NS(=O)(=O)c1ccc(N/N=C/c2cccc(O)c2O)c([N+](=O)[O-])c1
-4 | C(=NOCc1ccccc1)c1cccnc1
0 | O=C1C2CCCCN2C(=O)N1CCCCN1CCN(c2cccc(C(F)(F)F)c2)CC1 (centres undefined)
7 | CCC1(CCC(C)C)SC(N)=NC1=O (centres undefined)
1 | NC(=O)c1nnsc1-c1ccco1
2 | Nc1ncnc2c(C3OC(CO)C(O)C3O)scc12 (centres undefined)
4 | O=S1(=O)c2ccc(Br)cc2N2CCC[C@@H]2CN1Cc1ccc(Cl)cc1
24* | N#CC(=C(c1ccccc1)c1ccccc1)c1ccccc1
3 | Cc1cc(=O)oc2c(CN3CCCCC3)c(O)ccc12
2 | CC1CN(C=O)CC(C)N1CCN1C(C)CN(C=O)CC1C (centres undefined)
7 | CC(=O)C(Cl)C(=O)Nc1ccccc1 (centres undefined)
3 | O=C1c2ccccc2C(=O)c2cc(N3CCCCC3)ccc21
0 | COc1ccc(NS(=O)(=O)c2cc(NS(=O)(=O)c3cc(C(=O)O)ccc3OC)ccc2C)cc1
4 | Cc1cc(C)n2nc(C(=O)OCC(=O)N(Cc3ccccc3)C(C)C)nc2n1
6 | O=C(COC(=O)C1CC1)NCCc1ccc(Cl)cc1
0 | CN(CCc1ccccc1)C(=O)c1cccc(NC(=O)Cc2cccc(NC(=O)C3CCN(C(=O)C4CCC4)CC3)c2)c1
5 | O=[N+]([O-])c1ccc(NC(=S)N2CCc3ccccc32)cc1
1 | O=C(O)c1ccc(COc2ccc3ccccc3c2/C=C2/NC(=O)N(Cc3ccc(F)cc3)C2=O)cc1
-1 | Cn1c(=O)c2[nH]c(Cc3ccsc3)nc2n(C)c1=O
12 | CC(NC(=O)c1ccc2c(=O)n3c(nc2c1)CCCCC3)c1ccccc1 (centres undefined)
3 | CN(C(=O)c1cccc(NC(=O)Cc2ccc(NC(=O)C3CCN(S(=O)(=O)c4cccc([N+](=O)[O-])c4)CC3)cc2)c1)C1CC1

The list continues.
PAFAH1B2 FP inh | structure
35* | N#Cc1c(N)[nH]c2ccc(Sc3ccccc3)cc12
1 | C=CCn1c(SCC(=O)N(CC)C2CCS(=O)(=O)C2)nc2scc(-c3ccccc3)c2c1=O (centres undefined)
5 | CC(=O)c1ccccc1NC(=O)CN1C(=O)NC2(CCCCCCC2)C1=O
-1 | CCC(C)c1ccc(S(=O)(=O)N2CCN(CC(O)COCC3CCCO3)CC2)cc1 (centres undefined)
2 | O=[N+]([O-])c1ccccc1C=NN1CCCCCC1
-1 | CC(=O)C1(O)CCC2C3CCC4CC(O)CCC4(C)C3C(=O)CC21C (centres undefined)
1 | Cc1cccc(NS(=O)(=O)c2ccc(C)c(C(=O)NNC(=O)c3csc(N4CCOCC4)n3)c2)c1
1 | Cc1onc(-c2c(F)cccc2Cl)c1C(=O)OCC(=O)Nc1cccc(S(=O)(=O)N(C)C)c1
3 | CCOC1=NC(=C(c2ccccc2)c2ccccc2)OC1=O
6 | Cn1nc(C(=O)NCCc2ccc3c(c2)OCCO3)c2ccccc2c1=O
1 | COc1ccccc1NC(=O)COC(=O)c1cc2c(s1)CCC2
5 | OCCN(Cc1cccnc1)Cc1ccccn1
7 | CCCCn1c(N)c(N(C(=O)CSc2nncn2-c2ccccc2)C2CCCC2)c(=O)[nH]c1=O
11 | Cc1c(Cl)cccc1Nc1n[nH]c(=S)s1
3 | O=c1[nH]c2cnn(-c3ccccc3)c2c(=O)n1O
5 | COc1ccc(C(=O)c2ccccc2CN2C(=O)c3ccccc3C2=O)cc1
3 | CCOc1ccc(S(=O)(=O)N2CCN(C(=O)c3cc(S(=O)(=O)N4CCOCC4)ccc3C)CC2)cc1
8 | OCC(O)C1OC(c2ccccc2)OC(CO)C1O (centres undefined)
3 | O=C(CCCn1c(=S)[nH]c2cc3c(cc2c1=O)OCO3)N1CCN(c2ccccn2)CC1
1 | CC(Sc1nnc(COc2ccc(Cl)cc2)o1)C(=O)Nc1ccc(N2CCOCC2)cc1 (centres undefined)
2 | COc1cccc(NC(=O)CN(C)C(=O)C(Sc2ccccc2)c2ccccc2)c1 (centres undefined)
3 | COc1cc(OC)c(OC)cc1CNC(=O)c1cc(S(=O)(=O)N(C)c2ccccc2OC)ccc1C
1 | O=C(c1cccc(S(=O)(=O)N2CCCCCC2)c1)N1CCN(Cc2ccccc2)CC1
2 | CCOc1ccccc1N1CC(C(=O)Nc2cc(S(=O)(=O)N3CCOCC3)ccc2OC(C)C)CC1=O (centres undefined)

A different layout for part of the listing above.
| structure | PAFAH1B2 FP inh |
| --- | --- |
| OCC(O)C1OC(c2ccccc2)OC(CO)C1O (centres undefined) | 8 |
| O=C(CCCn1c(=S)[nH]c2cc3c(cc2c1=O)OCO3)N1CCN(c2ccccn2)CC1 | 3 |
| CC(Sc1nnc(COc2ccc(Cl)cc2)o1)C(=O)Nc1ccc(N2CCOCC2)cc1 (centres undefined) | 1 |
| COc1cccc(NC(=O)CN(C)C(=O)C(Sc2ccccc2)c2ccccc2)c1 (centres undefined) | 2 |
| COc1cc(OC)c(OC)cc1CNC(=O)c1cc(S(=O)(=O)N(C)c2ccccc2OC)ccc1C | 3 |

Next part.
PAFAH1B2 FP inh | structure
2 | CC(=O)c1ccccc1NC(=O)CSCc1nc2sc(C)c(C)c2c(=O)[nH]1
1 | Cc1cc(C(=O)NNC(=O)c2ccc(C)c([N+](=O)[O-])c2)c(C)o1
-6 | O=C(CSc1nnc(CN2CCCC2)n1-c1ccc(F)cc1)c1ccc2c(c1)OCO2
5 | CCCCCC1C(C(=O)OCC)C(=O)NC1(C(=O)OCC)C(=O)OCC (centres undefined)
7 | O=C(CN1CCN(C2CCS(=O)(=O)C2)CC1)N1N=C(c2ccc(Cl)cc2)CC1c1ccco1 (centres undefined)
-1 | CCOC(=O)C1=C(COC(=O)c2ccc(Br)c(S(=O)(=O)N3CCOCC3)c2)NC(=O)NC1C (centres undefined)
5 | CN1C[C@@H]2[C@@H]3C(=O)N(Cc4ccccc4)C(=O)[C@@H]3[C@](C)(C1=O)N2C(=O)c1ccc(Br)cc1
4 | CCCN1C(=O)/C(=C\c2nc3ccccc3c(=O)[nH]2)c2ccccc21
-3 | O=S(OCCN1CCOCC1)C(c1ccccc1)c1ccccc1 (centres undefined)
0 | C#CCOCCOCCOCCNc1nc(N2CCN(C(=O)Cn3cc(CCO)nn3)CC2)nc(N2CCN(C(=O)[C@H](CCCCN)n3cc(CC(C)O)nn3)CC2)n1 (some centres undefined)
-3 | COc1ccccc1NS(=O)(=O)c1cccc(C(=O)N/N=C/c2ccc([N+](=O)[O-])o2)c1
2 | O=C1Nc2ccc(Br)cc2/C1=C/C(=O)c1ccccc1
3 | Cc1ccc2c(C)c(C)c(=O)n(C)c2c1
-1 | O=C(O)C1CCN(Cc2oc(CO)cc(=O)c2O)C1 (centres undefined)
0 | Cc1ccncc1CNC(=O)c1ccccc1
7 | CC1(C)C(=O)Nc2ccccc2N1C(=O)COC(=O)c1ccc(NC(N)=O)cc1
3 | CCOC(=O)C1CCN(CC(=O)Nc2cc(S(=O)(=O)N3CCCCC3)ccc2Cl)CC1
8 | O=C(c1ccccc1)c1cccc2ccccc12
1 | Cc1ccc2c(CSc3nc4ccccc4c(=O)n3CCCO)cc(=O)oc2c1
-7 | Oc1ccc(C[C@H]2CNC(=S)N2CC2CCCN2C[C@H](Cc2ccc(O)cc2)N2C[C@H](Cc3ccccc3)N(CC3CCCCC3)C2=S)cc1 (some centres undefined)
6 | CN(C)S(=O)(=O)c1ccc(NC(=O)COc2cccc3c2OC(C)(C)C3)cc1
-4 | COc1cc(C(=O)OCC(=O)N2CCNC2=O)cc(Cl)c1OC
0 | CC(NC(=O)c1ccccc1)C(=O)Nc1ccccc1 (centres undefined)
5 | CC1Cc2cc(/C(O)=C3/C(=O)C(=O)N(CCCn4ccnc4)C3c3ccc([N+](=O)[O-])cc3)ccc2O1 (centres undefined)

Screening results: PubChem, The Scripps Research Institute Molecular Screening Center
